Screening data as filed in PubChem BioAssay.
PTEN del growth = suppresses growth of cells with PTEN deletion. 140,000 tested, 1.2% active. viability, % at 10 µM. AID 827. HCT116 PTEN-null viability, CellTiter-Glo, 60 h; stronger effect = lower value;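 active means viability at or below a set limit, 4 SD under the median of all tested compounds, cut at about 3.7% in these data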;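 further: PTEN knockout HCT116 line with beta catenin targeted HCT116 as companion control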
MRP1 act = activators of MRP-1; 140,000 tested, 0.61% active; AID 799; H69AR cells + doxorubicin, viability rescue, CellTiter-Glo; viability increase, % at 10 µM;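 active means viability gain under doxorubicin at or above a set limit, the compound median plus 3 SD, cut at about 4.7% in these data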;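 further: MRP-1 overexpressing cells given doxorubicin 25 µM after compound pretreatment; 18-22 h compound pretreatment then 72 h with doxorubicin before readout; 0% = doxorubicin-only wells and 100% = vehicle-treated cells without doxorubicin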
Phagocyt inh = blocks phagocytosis by macrophages; J774A.1 macrophage IgG-bead phagocytosis, imaging; inhibition, % at 5 µM; 110,000 tested, 0.07% active;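 active means inhibition above the mean of the plate negative controls plus 5 SD, cut at about 13% in these data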;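 further: phagocytic index as fraction of beads internalized from green versus red external bead signal; plate controls were DMSO negative control for no effect and cytochalasin-D positive control for full effect; some results beyond the cut were filed as inactive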
BB579 growth dn = chemicals that inhibit yeast BB579 growth in restrictive medium (lifespan-shortening candidates); S. cerevisiae BB579 growth, OD615, 48 h; AID 804; inhibition, % at 10 µM; 140,000 tested, 0.51% active;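 active means inhibition above a set limit, 3 SD over the mean compound inhibition, cut at about 44% in these data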; further: inactives centre near -24
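Detection: OD615 turbidity measurement; Material: Saccharomyces cerevisiae DeaD strain BB579, replicative lifespan model yeast; Timing: 48 h exposure, 30 °C; Doses: single 10 µM dose; Medium: CSMM-D restrictive synthetic medium containing dextrose (glucose); Controls: amphotericin B at 10 µg/mL as positive control.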
Yeast life ext = extends the lifespan of yeast; AID 775; S. cerevisiae growth with nicotinamide, OD615; deaD strain in restrictive glucose medium; inhibition of the nicotinamide effect, % at 10 µM; 130,000 tested, 0.68% active;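 active means inhibition above a set limit, placed 3 SD over the median of all compounds, cut at about 26% in these data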;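 further: 0% = nicotinamide-treated wells and 100% = cells grown without nicotinamide; some compounds called inactive have numbers as strong as hits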
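Test system – modified budding yeast, DeaD strain · Compound – single dose 10 µM compound, 0.25% DMSO · Times – culture preincubation 4 h, compound exposure 48 h, both 30 °C · Detection – optical density (absorbance) at 615 nm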
Measles CPE = protection of cells from measles virus | Measles virus-infected cells, CPE protection, absorbance | protection (pct of control), % at 4 µM | 140,000 tested, 1.5% active; in the data active means protection mostly above about 24%, no sharp cut-off; inactive means mostly below about 26%; further: some compounds called inactive have numbers as strong as hits
HCT116 bCat-KO = beta-catenin-lacking colon tumor cell growth suppression; HCT116 beta-catenin knockout viability, CellTiter-Glo, 60 h; stronger effect = lower value; viability, % at 10 µM; 140,000 tested, 1.5% active; AID 818;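 active means viability at or under a set limit, the compound median less 4 SD, cut at about 6% in these data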;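 further: 0% = Hyamine 1622 control at 20 µM and 100% = untreated cell control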
GALR2 antag = GALR2 (human) receptor antagonism; O43603; GALR2-expressing cells, antagonist mode; 140,000 tested, 0.39% active; AID 828; inhibition, % at 4 µM; in the data active means inhibition above about 27%;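 further: cells stimulated with galanin 1-16 at roughly its EC80; 0% = agonist challenge control and 100% = basal control without agonist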
Target sequence (O43603 whole entry, looked up): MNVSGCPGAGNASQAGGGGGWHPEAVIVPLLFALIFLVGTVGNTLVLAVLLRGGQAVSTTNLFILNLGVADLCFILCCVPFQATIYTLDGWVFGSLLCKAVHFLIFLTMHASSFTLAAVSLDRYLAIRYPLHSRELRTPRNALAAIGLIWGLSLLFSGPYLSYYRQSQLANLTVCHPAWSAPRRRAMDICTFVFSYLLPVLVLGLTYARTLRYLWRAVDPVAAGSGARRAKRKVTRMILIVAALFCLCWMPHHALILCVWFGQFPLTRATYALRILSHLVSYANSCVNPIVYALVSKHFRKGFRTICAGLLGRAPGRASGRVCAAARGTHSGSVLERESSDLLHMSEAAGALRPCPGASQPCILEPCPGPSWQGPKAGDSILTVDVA
E-sel TNF inh = blocks E-selectin expression induced by TNF alpha | HUVEC TNFa-induced E-selectin immunofluorescence, high content | inhibition, % at 2 µM | 120,000 tested, 0.71% active;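 active means inhibition above the batch mean plus 3 SD, and confirmed as a hit on visual image review, cut at about 43% in these data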;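 further: 0% = TNF-stimulated DMSO wells and 100% = unstimulated control wells; not every result past the cut was called active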
NPY-Y2 antag = NPY-Y2 (human) receptor antagonism. P49146. NPY-Y2 expressing cells, antagonist mode. inhibition, % at 2.7 µM. 140,000 tested, 0.99% active. AID 793; in the data active means inhibition above about 17%;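 further: 0% = vehicle with agonist challenge and 100% = reference antagonist with challenge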
Target sequence (P49146 whole entry, looked up): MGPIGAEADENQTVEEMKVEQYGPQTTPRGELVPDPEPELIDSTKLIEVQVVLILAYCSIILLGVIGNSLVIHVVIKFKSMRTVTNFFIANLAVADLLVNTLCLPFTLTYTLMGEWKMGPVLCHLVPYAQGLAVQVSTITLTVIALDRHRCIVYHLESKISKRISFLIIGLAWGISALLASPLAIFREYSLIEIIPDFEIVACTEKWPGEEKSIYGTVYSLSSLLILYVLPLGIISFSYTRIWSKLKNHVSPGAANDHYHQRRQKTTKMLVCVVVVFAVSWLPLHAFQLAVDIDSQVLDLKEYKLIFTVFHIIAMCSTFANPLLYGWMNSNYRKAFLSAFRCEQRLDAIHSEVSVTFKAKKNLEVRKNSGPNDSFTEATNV
An asterisk follows results filed as active; nt = no result given.

1. COc1cc(OC)c(NC(=O)c2ccco2)cc1Cl
2. Nc1cc(C(=O)O)ccc1Nc1ccc(F)c(F)c1
3. CCCCCOc1ccc(C(=O)N(Cc2ccco2)C2CCS(=O)(=O)C2)cc1 (stereo not given)
4. CCOc1ccc(S(=O)(=O)N2CCN(C(=S)NCc3ccco3)CC2)cc1
5. O=C(c1cccc(COc2ccc(Cl)cc2Cl)c1)N1CCN(c2ccccn2)CC1
6. CCOC(=O)c1ccc(-n2c(C)nc3c(cnn3-c3ccccc3C)c2=O)cc1
7. Cn1c(NCC(O)c2ccccc2)nc2c1c(=O)n(Cc1ccc(Cl)cc1)c(=O)n2C (stereo not given)
8. CCOc1ccc(-c2nc(C#N)c(N3CCN(C)CC3)o2)cc1
compound no.	1	2	3	4	5	6	7	8
PTEN del growth	99	96	82	80	90	93	57	91
MRP1 act	-1.3	-1.4	-4.3	-3.0	-1.1	-3.0	0.2	0.9
Phagocyt inh	-1	-2	-1	-7	-2	-1	-1	0
BB579 growth dn	-3	-26	-42	-35	-37	25	-39	-18
Yeast life ext	-11	-10	-5	2	-13	-12	-9	-17
Measles CPE	14	12	8	6	8	3	16	7
HCT116 bCat-KO	98	91	91	89	87	91	63	87
GALR2 antag	-5	-13	-3	0	-2	-3	-4	8
E-sel TNF inh	100*	-1	-16	nt	-12	nt	7	-18
NPY-Y2 antag	0	1	2	1	8	0	-2	2

9. CC(C)(C)c1ccc(C(=O)N2CCC(=O)N(C(COCc3ccccc3)Cc3ccccc3)CC2)cc1 (stereo not given)
10. O=C(NCC(=O)N(Cc1cccs1)C(C(=O)NC1CCCC1)c1ccncc1)c1ccco1 (stereo not given)
11. COc1ccc(-c2cc(C(=O)NCc3ccccc3)no2)cc1OC
12. Cc1sc(NC(=O)c2cccs2)nc1-c1ccccc1
13. CCCCn1nc2cc(C(=O)NCc3ccc(OC(F)(F)F)cc3)ccc2c1OC
14. CCOC(=O)C1Cc2c([nH]c3ccccc23)C(C)N1 (stereo not given)
15. COc1ccc(OC)c(/C=N/NC(=O)CNC(=O)c2ccc(S(=O)(=O)N3CCOCC3)cc2)c1
16. COc1ccc(CNC(=O)CSc2ncn[nH]2)cc1
compound no.	9	10	11	12	13	14	15	16
PTEN del growth	56	98	108	67	102	100	102	100
MRP1 act	-3.9	-1.4	3.8	-1.8	1.9	-1.4	-0.4	1.1
Phagocyt inh	nt	nt	1	1	nt	nt	3	-1
BB579 growth dn	-18	-60	-52	-14	0	-36	-15	6
Yeast life ext	11	-9	7	-1	-19	-19	-4	-9
Measles CPE	4	19	7	36	5	14	3	9
HCT116 bCat-KO	60	88	103	70	95	98	93	103
GALR2 antag	-3	-5	-4	2	-4	6	3	1
E-sel TNF inh	-12	0	-54	-24	27	-12	nt	6
NPY-Y2 antag	13	16	10	-1	1	1	0	1

17. Cc1nn(Cc2ccccc2Cl)c(C)c1NC(=O)c1ccn(C)n1
18. Cc1cc(C(=O)NCc2ccccc2F)cs1
19. CC(=O)c1cccc(NC(=O)COC(=O)c2cccc(N3C(=O)c4ccccc4C3=O)c2)c1
20. COC(=O)c1ccc(COC(=O)c2ccc(SC)cc2OC)cc1
21. CCOc1ccccc1NC(=O)c1ccccc1-c1nc(-c2ccccc2)no1
22. CC1Cc2ccccc2N1C(=O)c1ccc2c(c1)nnn2C (stereo not given)
23. Cc1nnc(SCC(=O)N2CCN(S(=O)(=O)c3ccc(Cl)cc3)CC2)[nH]c1=O
24. Cc1cc(C)nc(SCc2nnc(SCC(=O)Nc3cc(C(F)(F)F)ccc3Cl)o2)n1
compound no.	17	18	19	20	21	22	23	24
PTEN del growth	79	94	106	96	55	98	96	85
MRP1 act	1.3	-1.9	3.9	2.9	-1.9	-2.6	0.1	0.5
Phagocyt inh	2	0	nt	-2	2	-1	0	3
BB579 growth dn	-23	16	-28	-55	-56	-34	3	-24
Yeast life ext	7	-8	-5	-5	-6	3	-11	-15
Measles CPE	4	10	19	10	18	19	4	6
HCT116 bCat-KO	85	89	94	88	66	93	101	80
GALR2 antag	-5	-8	-4	7	2	-2	2	-4
E-sel TNF inh	-15	-8	15	13	-22	-31	nt	nt
NPY-Y2 antag	0	0	0	7	18*	-1	0	3

3 entries from above, as labelled records:
18) Cc1cc(C(=O)NCc2ccccc2F)cs1
  PTEN del growth: 94
  MRP1 act: -1.9
  Phagocyt inh: 0
  BB579 growth dn: 16
  Yeast life ext: -8
  Measles CPE: 10
  HCT116 bCat-KO: 89
  GALR2 antag: -8
  E-sel TNF inh: -8
  NPY-Y2 antag: 0
21) CCOc1ccccc1NC(=O)c1ccccc1-c1nc(-c2ccccc2)no1
  PTEN del growth: 55
  MRP1 act: -1.9
  Phagocyt inh: 2
  BB579 growth dn: -56
  Yeast life ext: -6
  Measles CPE: 18
  HCT116 bCat-KO: 66
  GALR2 antag: 2
  E-sel TNF inh: -22
  NPY-Y2 antag: 18*
19) CC(=O)c1cccc(NC(=O)COC(=O)c2cccc(N3C(=O)c4ccccc4C3=O)c2)c1
  PTEN del growth: 106
  MRP1 act: 3.9
  Phagocyt inh: nt
  BB579 growth dn: -28
  Yeast life ext: -5
  Measles CPE: 19
  HCT116 bCat-KO: 94
  GALR2 antag: -4
  E-sel TNF inh: 15
  NPY-Y2 antag: 0

More entries:
25. CCC1CCCCN1c1ccc([N+](=O)[O-])cc1/C=N/NC(=O)Cn1c2ccccc2c(=O)c2ccccc21 (stereo not given)
26. N/C(=N\OC(=O)Nc1ccccc1)c1ncc(C(F)(F)F)cc1Cl
27. CN(C)c1[nH]c(=O)c(C#N)c2c1CCN2Cc1ccccc1
28. CN(c1cccc(NC(=O)Cc2ccccc2)c1)S(C)(=O)=O
29. O=C1c2ccccc2NC2CCCCC12 (stereo not given)
30. Cc1ccc(C(=O)CC2(O)C(=O)Nc3ccccc32)s1 (stereo not given)
31. O=C(Cn1c(-c2ccccc2)noc1=O)Nc1ccc(N2CCCCCC2)cc1
32. C=CCOc1ccc(C(=O)CC)cc1OC
compound no.	25	26	27	28	29	30	31	32
PTEN del growth	91	96	96	106	93	99	64	107
MRP1 act	-0.9	-0.1	0.7	-0.5	-2.9	0.5	-2.3	2.0
Phagocyt inh	nt	1	2	10	-1	0	nt	1
BB579 growth dn	-34	-4	-26	-32	-41	-32	-49	-6
Yeast life ext	6	-9	-3	-7	-19	-14	4	-9
Measles CPE	3	4	3	9	4	13	9	7
HCT116 bCat-KO	88	94	91	121	107	94	80	101
GALR2 antag	6	-14	7	-5	17	-4	0	-6
E-sel TNF inh	14	-6	-16	-2	-50	-6	1	-10
NPY-Y2 antag	1	-1	2	2	0	2	-3	1

33. COc1ccc(-c2cc3ccccc3oc2=O)cc1NC(=O)c1cccnc1
34. COc1ccc2cc(CCNC(=O)c3ccc(Br)o3)c(=O)[nH]c2c1
35. Cc1cc(NC(=O)c2cccc(S(=O)(=O)N3CCOCC3)c2)c2ccccc2n1
36. CC1CCCCN1S(=O)(=O)c1ccccc1[N+](=O)[O-] (stereo not given)
37. Cc1cc(C)n(CC(=O)n2c3ccccc3c3ccccc32)n1
38. CS(=O)(=O)Nc1cccc(C2=NN(S(=O)(=O)c3ccccc3)C(c3cccs3)C2)c1 (stereo not given)
39. CCCCNC(=O)c1ccc(CS(=O)(=O)c2ccc(OC)cc2)o1
40. CC1CCCCN1c1nc2nonc2nc1N1CCCCC1C (stereo not given)
compound no.	33	34	35	36	37	38	39	40
PTEN del growth	93	93	79	92	75	77	100	94
MRP1 act	-2.0	-2.6	-1.9	1.5	0.2	-3.9	-1.5	0.1
Phagocyt inh	-1	-2	0	-12	-1	nt	nt	nt
BB579 growth dn	-48	-10	-35	-52	18	-32	36	-6
Yeast life ext	-11	7	-5	6	-11	-17	0	nt
Measles CPE	4	21	50	8	4	21	11	23
HCT116 bCat-KO	87	92	84	85	71	78	96	93
GALR2 antag	5	9	1	-3	5	-6	6	-11
E-sel TNF inh	-12	-11	-9	nt	-19	-5	nt	10
NPY-Y2 antag	-2	0	0	1	1	6	3	6

41. COC(=O)c1cc(=O)n(C2CC2)c(=NC2CC2)s1
42. COc1ccc(NC(=O)Nc2ccc(OC)c(OC)c2)c([N+](=O)[O-])c1
43. O=C(O)CCC(=O)Nc1ccc(OCC(=O)O)cc1
44. CCCCSc1nnc([C@@H]2CCCN2C(=O)OC(C)(C)C)o1
45. O=C(CCc1nc2ccccc2[nH]1)Nc1ccccc1
46. COc1ccc(CCN=C(N)NS(=O)(=O)c2ccc(C)cc2)cc1
47. O=S1(=O)C=C(SCc2ccccc2)Nc2ccccc21
48. Cc1cc(NS(=O)(=O)c2ccc(Nc3nc(-c4ccc(O)cc4)cs3)cc2)no1
compound no.	41	42	43	44	45	46	47	48
PTEN del growth	85	89	100	89	107	90	90	103
MRP1 act	-3.3	-2.4	-2.3	-1.9	2.1	-0.7	-1.4	-0.6
Phagocyt inh	2	-15	-3	3	-3	-1	nt	8
BB579 growth dn	-7	-11	-7	18	-34	0	1	-32
Yeast life ext	21	0	-13	-8	14	-6	-16	0
Measles CPE	32	nt	7	1	17	3	12	5
HCT116 bCat-KO	92	90	99	91	105	77	96	86
GALR2 antag	-4	-7	-4	-7	16	-2	6	10
E-sel TNF inh	nt	nt	nt	-5	-23	nt	nt	nt
NPY-Y2 antag	-1	-3	0	2	4	-1	0	2

49. COC(=O)c1ccc(OC(=O)c2ccco2)cc1
50. CCn1nnc(NC(=O)c2cc3ccccc3o2)n1
51. COc1cc(C2NC(=O)NC(C)=C2C(=O)OC(C)(C)C)ccc1OCC(=O)O (stereo not given)
52. COc1ccccc1OCCn1c(C(C)O)nc2ccccc21 (stereo not given)
53. Clc1ccc(CSc2nnc(-c3ccncc3)o2)cc1
54. COc1ccc(N(CC(=O)NC2CCCC2)C(=O)c2csnn2)cc1
55. Cc1ccc(NC(=S)NCc2ccc3[nH]c4c(c3c2)CCCC4)cc1
56. CC1=C(C(=O)O)N2C(=O)C(NC(=O)c3ccn(C)n3)C2SC1 (stereo not given)
57. CCOc1ccccc1-n1c(SCC(=O)NC(C)CC)nnc1-c1ccoc1C (stereo not given)
58. N#CC1C(=O)NC(N2CCN(c3ccccc3)CC2)=NC12CCCCC2 (stereo not given)
compound no.	49	50	51	52	53	54	55	56	57	58
PTEN del growth	90	102	102	111	71	94	61	98	82	103
MRP1 act	1.1	-2.2	0.6	-4.4	-5.2	-0.2	-4.4	-1.1	-1.5	-0.7
Phagocyt inh	0	-2	-2	-1	-1	nt	nt	nt	0	-1
BB579 growth dn	14	-9	-32	-27	-23	-22	4	-29	-17	-30
Yeast life ext	-11	-6	-2	-3	-6	nt	-4	-12	-6	-2
Measles CPE	0	10	41	76*	1	5	11	4	4	15
HCT116 bCat-KO	99	94	102	85	69	102	61	109	87	103
GALR2 antag	-4	-5	8	-8	9	8	-1	-1	-4	-19
E-sel TNF inh	-44	-14	-13	-16	11	-14	-10	1	38	5
NPY-Y2 antag	5	2	0	-1	3	1	-5	2	5	0

E-sel TNF inh, entries above that show a hit.
cpd	Structure	Phagocyt inh	BB579 growth dn	Yeast life ext	Measles CPE	GALR2 antag	E-sel TNF inh	NPY-Y2 antag
1	COc1cc(OC)c(NC(=O)c2ccco2)cc1Cl	-1	-3	-11	14	-5	100*	0
